E-sel TNF inh – TNF alpha driven E-selectin expression inhibition. HUVEC TNFa-induced E-selectin immunofluorescence, high content. inhibition, % at 2 µM. 0.71% of 120,000 active. AID 1246;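 active = inhibition above the batch mean plus 3 SD, and confirmed as a hit on visual image review, cut at about 43% in these data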;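 note: 0% = TNF-stimulated DMSO wells and 100% = unstimulated control wells; not every result past the cut was called active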
Numbers without * were called inactive. This is a subset (hit frequency here may not be typical).

Sample of the layout (4 entries):
Molecule,E-sel TNF inh
CCCCNC(=O)CSc1nc2cc3c(cc2c(=O)n1CCC(=O)NCCc1ccc(OC)c(OC)c1)OCO3,-6
CCn1cc(CNCc2ccc(OCC(O)CN(C)Cc3ccccc3)cc2)cn1 (centres undefined),-5
CCOC(=O)c1cc(-c2ccc(F)cc2)n(CC(=O)NCc2ccccn2)c1C,-24
CC1=C(C#N)C(c2ccc(O)cc2)C2=C(CCCC2=O)N1 (centres undefined),-37

The whole of this part (from the top)
Molecule,E-sel TNF inh
CCCCNC(=O)CSc1nc2cc3c(cc2c(=O)n1CCC(=O)NCCc1ccc(OC)c(OC)c1)OCO3,-6
CCn1cc(CNCc2ccc(OCC(O)CN(C)Cc3ccccc3)cc2)cn1 (centres undefined),-5
CCOC(=O)c1cc(-c2ccc(F)cc2)n(CC(=O)NCc2ccccn2)c1C,-24
CC1=C(C#N)C(c2ccc(O)cc2)C2=C(CCCC2=O)N1 (centres undefined),-37
COc1ccc(-n2c(CNC(=O)COc3ccc(Cl)cc3Cl)n[nH]c2=S)cc1,10
CCOc1cc(C2C3=C(CCCC3=O)Nc3ccc4ncccc4c32)ccc1O (centres undefined),-14
Cn1ccnc1C1CCCCN1C(=O)c1cc(COc2ccc(F)cc2Cl)on1 (centres undefined),-24
COc1cc(C(=O)NCC(=O)N/N=C/c2cccc(OC(=O)c3ccco3)c2)cc(OC)c1OC,-7
O=C1CSC(c2cccc([N+](=O)[O-])c2)N1c1ccc(O)cc1 (centres undefined),8
Cc1noc(C)c1COC(=O)Cc1ccc(Br)cc1,-48
O=CN1CCN(c2ncnc3c2nnn3Cc2c(F)cccc2Cl)CC1,-2
COc1cccc(C(=O)NNC(=O)Cc2csc(N)n2)c1,-55
CCOc1ccc(/C(C)=N/NC(=O)C(OC)c2ccccc2)cc1 (centres undefined),-26
COc1ccc(N(C(=O)c2cc3ccccc3oc2=O)C2C=CS(=O)(=O)C2)c(OC)c1 (centres undefined),-4
O=C(N(c1ccccn1)c1ccccn1)C12CC3CC(CC(Cl)(C3)C1)C2,-1
O=S(=O)(c1ccccc1)c1nc(-c2ccccc2)oc1N1CCOCC1,2
Cc1cccc(N(CC(=O)NC(C)(C)C)C(=O)CS(=O)CC(=O)Nc2ccc(F)cc2)c1 (centres undefined),-29
NS(=O)(=O)c1ccc(NCC2COc3ccccc3O2)c([N+](=O)[O-])c1 (centres undefined),-13
NC(=O)COC(=O)CNC(=O)c1cc(Cl)cc([N+](=O)[O-])c1,-37
O=C(/C(=C(\O)c1ccccc1)c1ncc[nH]1)c1ccccc1,-7
N/C(=N\N=C\c1cccc(O)c1)c1nonc1N,-27
COc1cc(CN2CCN(c3cccc(C)c3C)CC2)cc([N+](=O)[O-])c1O,-40
CC(NC(=O)CSc1nc2ccc(N)cc2s1)c1ccccc1 (centres undefined),-16
Cc1ccc(C(=O)NC2CCc3ccccc3C2=O)cc1 (centres undefined),15
Cc1nn(C)c(Cl)c1CN1CCC(CO)(CCOc2ccccc2)CC1,-17

Nothing new here: entries from further up.
Molecule,E-sel TNF inh
N/C(=N\N=C\c1cccc(O)c1)c1nonc1N,-27
COc1cc(CN2CCN(c3cccc(C)c3C)CC2)cc([N+](=O)[O-])c1O,-40
CC(NC(=O)CSc1nc2ccc(N)cc2s1)c1ccccc1 (centres undefined),-16
Cc1ccc(C(=O)NC2CCc3ccccc3C2=O)cc1 (centres undefined),15
Cc1nn(C)c(Cl)c1CN1CCC(CO)(CCOc2ccccc2)CC1,-17

Next records follow:
Molecule,E-sel TNF inh
C/C(=N\N=C1\NC(=O)C(CC(=O)Nc2ccc(C)c(Cl)c2)S1)C(C)C (centres undefined),33
CCOc1ncccc1C(=O)N1CCN(C(c2ccccc2)c2ccccc2)CC1,-9
CCC(=O)N/N=C(\C)CC(=O)Nc1ccc(F)cc1,8
CCOc1ccc(NC(=O)CSc2nnc(N)s2)c([N+](=O)[O-])c1,8
Cc1nc(CSc2nsc(/C=C/N(C)C)c2C#N)cs1,22
CCOC(=O)c1ccc(S(=O)(=O)NCC(C)(C)N2CCOCC2)cc1,-5
CCOC(=O)N1CCN(C(=O)c2ccc(OC)c(S(=O)(=O)N3CCOCC3)c2)CC1,-3
CCc1nnc(NC(=O)c2cc(S(=O)(=O)N3CCCCC3)ccc2N2CCOCC2)s1,-26
CCC(C)(C)NC(=O)C(c1cccn1C)N(C(=O)Cn1nnc2ccccc21)c1ccc(NC(C)=O)cc1 (centres undefined),-12
O=C(O)CCn1c(=O)[nH]c(=O)n(CCC(=O)O)c1=O,-42
O=C(NCC1CCCN(C(=O)c2cscn2)C1)c1ccc(-c2ccccc2)cc1 (centres undefined),-2
NS(=O)(=O)c1ccc(CCNC(=O)CSc2nc3ccsc3c(=O)n2CCCCCC(=O)O)cc1,-8
O=C(CCCn1c(SCc2cccc([N+](=O)[O-])c2)nc2ccccc2c1=O)NCC1CCCO1 (centres undefined),-29
CCn1cc(C(=O)Nc2cc(C)ccc2C)c(=O)c2ccc(C)nc21,-24
Cc1ccc(NC(=S)N2CCC(N(C)CC3CCCO3)CC2)cc1 (centres undefined),-18
CCc1ccc(CN(C)C(=O)CCc2nnc(CCc3cccc(OC)c3)o2)nc1,-15
O=C1CC2(CCCC2)CC(=O)N1c1ccccc1,1
N#C/C(=C\c1ccc(-c2cccc([N+](=O)[O-])c2)o1)c1nnc(N2CCOCC2)n1-c1ccccc1,-9
Cc1cc2cc(CNC(=O)Cc3ccc([N+](=O)[O-])cc3)ccc2[nH]1,-13
CCn1cc(CNC(=O)c2ccc(C)s2)cn1,-18
CCN(CC)CCCNc1nc(CN2CCOCC2)nc2sc3c(c12)CCC3,-42
CCCCOc1ccc(-c2cc(C(F)(F)F)c(C#N)c(SCC(=O)O)n2)cc1,2
O=[N+]([O-])/C(C(Cl)=C(Cl)Cl)=C(/NC1CC1)Sc1ccccc1,12
Cc1ccc(-n2c(=O)[nH]c3ncccc3c2=O)cc1,-33
CCNC(=O)c1ccccc1SCc1ccccc1,-43

(cont.)
Molecule,E-sel TNF inh
CC(C(=O)Nc1ccccc1)N1C(=O)c2ccccc2C1=O (centres undefined),-20
O=C1NCCc2c1[nH]c1ccc([N+](=O)[O-])cc21,0
COc1ccc(/C=C/C(=O)NCCC(=O)N2CCCN(C)CC2)cc1,4
O=C(Nc1nnc(-c2cccc(F)c2)s1)Nc1ccccc1F,-1
Cc1sc2ncnc(SCC(=O)NC(C)(C)C)c2c1C,-4
COc1cc(-c2nc3ccccn3c2/N=C/c2cccc(F)c2)ccc1O,13
Cc1cccc(Cn2cnc3c(N)c(C)c(C)cc32)c1,-13
O=C(N/N=C/c1ccc(Cl)cc1)c1cc(-c2cccnc2)nc2ccccc12,0
CCC(C)(C(=O)NC1CCCC1)N(C(=O)CNC(=O)c1ccccc1)c1c(C)n(C)n(-c2ccccc2)c1=O (centres undefined),16
O=C1NC(c2ccc(Cl)cc2)=COc2ccccc21,4
O=C(Nc1ccc2ncccc2c1)c1cc(Cl)ccc1Cl,-17
NC(N)=Nc1nc(-c2ccccc2)c2ccccc2n1,13
COc1ccc([N+](=O)[O-])cc1NC(=O)CC1SC(=Nc2cccc(C)c2C)N(/N=C(\C)c2ccc(C)cc2)C1=O (centres undefined),-6
CNC(=O)/C(C#N)=C/c1ccc(-c2ccc(Cl)cc2)o1,-25
O=[N+]([O-])c1ccccc1Oc1ncccc1[N+](=O)[O-],-17
CCCN(CCC)CCCNC(=O)C(NS(=O)(=O)c1ccc2c(c1)CCC(=O)N2)c1ccccc1 (centres undefined),-2
CC(C)c1nnc(NC(=O)CS(=O)(=O)Cc2ccccc2)s1,-28
CC(=O)c1cccc(NC(=O)N2CCCC2C(=O)Nc2ccc3c(c2)OCCO3)c1 (centres undefined),11
C=C1c2ccccc2NC(=S)N1Cc1ccc2c(c1)OCO2,-13
CCC(C)NS(=O)(=O)c1ccc(NC(=O)Cc2ccc(OC)cc2)cc1 (centres undefined),6
Cc1cc(=O)[nH]c(SCC(=O)Nc2ccc3c(c2)OCCO3)n1,-11
COC(=O)c1ccc2c(=O)n(CCCCCC(=O)NCCNC(C)=O)c(=O)[nH]c2c1,-19
Cc1noc(C)c1COC(=O)c1ccc(S(=O)(=O)N2CCCCC2)cc1,13
Cc1ccc(CNC(=O)Cn2cnc3cc([N+](=O)[O-])ccc3c2=O)cc1,-17
O=C(CCCn1c(SCc2cccc(F)c2)nc2ccccc2c1=O)NCC1CCCO1 (centres undefined),-9

(continued)
Molecule,E-sel TNF inh
c1ccc(C2CCCN(Cc3nc(CC4CC4)no3)CC2)cc1 (centres undefined),-19
COc1cc(/C=N\NC(=O)OC(C)(C)C)ccc1OC(=O)c1ccco1,-31
COc1ccc(CCC(=O)Nc2nc(-c3ccncc3)cs2)cc1,-30
CC(=O)Nc1ccc(Nc2cc(N3CCOCC3)c3nonc3c2[N+](=O)[O-])cc1,22
Cc1ccc(C(=O)NCC#N)cc1,-13
O=C(c1ccc2c(c1)OCCO2)N1CCN(c2ccc([N+](=O)[O-])cc2)CC1,-11
CC(=O)N(C)c1nc(N)n(-c2ccccc2)n1,-25
N#Cc1ccc(NC(=S)NCCN2CCOCC2)cc1,-36
O=C(c1c[nH]c2ccccc2c1=O)N1CCCCCC1,-41
CCOc1ccc(OCCn2nnc3ccccc3c2=O)cc1,8
O=C(O)CNC(=S)NCc1ccccc1,-14
C=CCc1cc(/C=C/c2nc(O)c([N+](=O)[O-])c(=O)[nH]2)cc(OC)c1O,15
O=C(O)c1ccc(COc2ccccc2/C=C2\NC(=O)N(Cc3ccccc3F)C2=O)cc1,-13
CSc1ccccc1C(=O)NCCOc1ccccc1C,-2
CN(C)c1cccc(NC(=O)c2ccco2)c1,-43
O=C(NC(=S)NCC1CCCO1)c1ccco1 (centres undefined),10
CCCCNC(=S)N1CCn2cccc2C1c1ccc(F)cc1 (centres undefined),-17
Cc1ccc(NC2=C(Cl)C(=O)OC2OC(=O)c2ccccc2)c(C)c1 (centres undefined),-29
Cc1ccc(-c2c(C(=O)O)c(C(=O)O)c3n2CCC3)cc1,0
CC(C)(C)c1ccc(NC(=O)Cn2cnc3cc([N+](=O)[O-])ccc3c2=O)cc1,-32
COc1ccc(NC(=O)N/C=C/c2ccco2)cc1,19
COC(=O)CC1C(=O)NCCN1C(=O)CSc1nc2ccccc2c(=O)n1CC(C)C (centres undefined),-34
CCOC(=O)C1CCN(c2cc(C)nc3ccc(OC)cc23)CC1,-19
COc1cccc(NC(=O)CNC(=O)c2ccc(OC)c(OC)c2)c1,2
CCc1ccc(/C([O-])=C(/C(=S)NCCN2CCOCC2)[n+]2ccccc2)cc1,-30

Following part.
Molecule,E-sel TNF inh
Cc1csc(NC(=O)c2ccc(S(C)(=O)=O)cc2)n1,5
COc1cccc(OC)c1C(=O)NC(=S)Nc1ccc2c(c1)OCCO2,0
Cc1nnc(NC(=O)Cn2nc(C)c3ccccc3c2=O)s1,-8
COc1ccccc1/C=N/N1C(=O)C2C3C=CC(CC3)C2C1=O (centres undefined),-12
OCCC1CN(C/C(Cl)=C/c2ccccc2)CCN1C1CCCC1 (centres undefined),1
O=C1COc2ccc(C(=O)COC(=O)CNC(=O)c3ccccc3)cc2N1,-64
O=C(COC(=O)C12CC3CC(CC(Br)(C3)C1)C2)Nc1cccnc1Cl,-23
CCN1CCN(C(=O)c2ccc(-c3nc4ccccc4s3)s2)CC1,-17
COc1ccc(-n2cc(CNCC3CCOCC3)c(-c3cccc(F)c3)n2)cc1,-2
O=C(Cc1cccs1)N1CCN=C1SCc1ccccc1Cl,-3
CC(C)Cc1nnc(NC(=O)CSc2nc(O)c(-c3ccccc3)c(=O)[nH]2)s1,49
CCOC(=O)CC(NC(=O)c1ccccc1F)c1ccc(C)cc1 (centres undefined),-27
Cc1ccc(C2(c3noc(CN(C)CCCN4CCOCC4)n3)CCCC2)cc1,7
Cc1ccc(CC(=O)N2CCN(C(=O)c3ccco3)CC2)cc1,-16
CC(Nc1cccnc1)=C(C#N)C#N,-3
COc1ccc(/C=N/NC(=S)SC)cc1OC,-4
O=C(CN(CCO)c1ccccc1)Nc1ccc(Cl)c(S(=O)(=O)N2CCOCC2)c1,1
CC(=O)Nc1nnc(COc2ccc(Cl)cc2)s1,-86
CCN1CCN(CCCOc2ccccc2-c2ccccc2)CC1,-59
C/C(Cn1nnc2ccccc21)=N\NC(=O)c1ccc(Br)cc1,-2
COc1ccc(C(=O)/C=C/c2ccccc2)c(O)c1,-10
O=C(CCCOc1ccccc1)Nc1cccc([N+](=O)[O-])c1,-5
Cc1ccccc1OCCNc1cc(N2CCNCC2)ccc1[N+](=O)[O-],-10
CN(NC(=O)COc1ccccc1)C1=NS(=O)(=O)c2ccccc21,6
O=C(O)/C=C/c1cn(Cc2ccccc2)nc1-c1ccc(Cl)cc1,-22

Next results
Molecule,E-sel TNF inh
CCOc1ccccc1N1CCN(Cc2c(C)n(C)n(-c3ccccc3)c2=O)CC1,-1
O=C(NCCO)/C(=C\c1ccco1)NC(=O)c1cccs1,13
CC1(C)C2CCC1(C)C(NC(=O)/C=C/c1ccccc1)C2 (centres undefined),-47
O=C(NNC(=O)c1ccccc1Br)c1ccccc1Cl,10
COc1ccccc1NC(=O)/C=C/c1ccc(OC)c(S(=O)(=O)N2CCOCC2)c1,11
COc1ccccc1C(=O)NCC1(c2ccccc2)CCCC1,-7
Fc1cccc(Cl)c1CSc1ccc(-c2cccnc2)nn1,-36
CCOC(=O)c1ccc(NC(=O)Nc2cccc(C)n2)cc1,-19

Compound activity: PubChem, Columbia University Molecular Screening Center
